MC4R antag cAMP – MC4R antagonists of cAMP signaling, primary screen, cell-based, TR-FRET, antagonist arm of biased-ligand search; Melanocortin receptor 4 (Homo sapiens), P32245; MC4R-expressing cells, MTII-stimulated cAMP, LANCE TR-FRET; inhibition, % at 6.5 µM; 360,000 compounds, 0.48% hits;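 active means inhibition above its plate's cutoff, the mean of tested wells on that plate plus 3 SD, cut at about 29% in these data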;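 further: 0% = Melanotan II alone and 100% = Melanotan II plus saturating MCL0020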
Target sequence (P32245 whole entry, looked up): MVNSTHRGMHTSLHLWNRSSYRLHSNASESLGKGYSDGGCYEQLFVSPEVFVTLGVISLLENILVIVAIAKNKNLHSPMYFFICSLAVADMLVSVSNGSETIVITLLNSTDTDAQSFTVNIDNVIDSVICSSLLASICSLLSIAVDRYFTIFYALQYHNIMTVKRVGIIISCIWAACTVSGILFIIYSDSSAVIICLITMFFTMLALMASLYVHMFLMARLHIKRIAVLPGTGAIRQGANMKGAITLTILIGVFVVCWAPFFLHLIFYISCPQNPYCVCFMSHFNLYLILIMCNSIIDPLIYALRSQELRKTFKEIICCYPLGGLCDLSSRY
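System – human MC4R-expressing U2OS cells · Also added – Melanotan II · Dosing – one concentration, 6.5 µM nominal · Timing – 30-min compound, 1-h challenge, 1-h detection, room temperature · Measured by – Eu-cAMP/anti-cAMP TR-FRET, emission 671 nm · Replicates – singlicate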
Granule exo inh – LAMP-1 surface exposure blockers, TALL-104 cells – cell-based, flow cytometry, MLPCN library, primary screen | inhibition, % at 10 µM | 360,000 compounds, 0.66% hits | AID 651702, 2012 | TALL-104 LAMP-1 surface exposure; cells stimulated with thapsigargin and PMA;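 active means inhibition above about 55%, limit read from the data; inconclusive means no clear call, values can overlap the other calls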
NOD2 RIPK2 PPI – NOD2-RIPK2 binding disruptors in cells, primary screen, fluorescence, CHO cells, BLA complementation. CCF4 ratio. inhibition, % at 4.98 µM. 360,000 compounds, 0.38% hits; in the data active means inhibition above about 21%;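 further: 0% = vehicle only and 100% = reference blocker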
Target sequence (O43353 whole entry, looked up): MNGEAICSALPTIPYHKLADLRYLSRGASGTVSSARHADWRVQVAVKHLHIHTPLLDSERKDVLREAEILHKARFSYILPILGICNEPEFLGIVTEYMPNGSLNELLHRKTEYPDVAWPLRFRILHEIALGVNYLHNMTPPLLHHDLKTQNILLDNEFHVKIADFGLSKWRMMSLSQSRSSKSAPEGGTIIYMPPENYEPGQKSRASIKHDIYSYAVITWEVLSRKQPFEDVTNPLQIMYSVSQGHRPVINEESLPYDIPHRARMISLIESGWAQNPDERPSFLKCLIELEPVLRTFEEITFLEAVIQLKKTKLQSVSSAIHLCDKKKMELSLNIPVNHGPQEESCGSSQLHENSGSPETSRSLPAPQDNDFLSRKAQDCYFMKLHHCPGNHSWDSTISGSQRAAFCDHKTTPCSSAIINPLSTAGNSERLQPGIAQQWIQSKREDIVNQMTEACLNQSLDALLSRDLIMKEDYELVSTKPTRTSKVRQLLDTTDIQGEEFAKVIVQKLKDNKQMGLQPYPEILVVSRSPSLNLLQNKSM
Glyco luc inh – increase of ERlucT glycosylation luciferase signal, primary screen, N-linked glycosylation inhibitor project, D54 ERlucT cells, luminescence, set 2; D54 ERlucT glycosylation luciferase reporter, 24 h; percent of 100 nM tunicamycin response; reporter increase, % at 12.5 µM; 360,000 compounds, 0.23% hits;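 active means mean luciferase reporter signal, scaled so untreated is 0 and the glycosylation-blocking control 100, at or above a set limit in every replicate; inconclusive means mean reaches the limit but not every replicate does; inactive means mean below the limit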;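 further: luciferase carries N-glycosylation sites so blocking glycosylation raises the light; 0% = median of neutral control wells and 100% = median of 100 nM tunicamycin wells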
ABHD5-PLIN5 inh – ABHD5-PLIN5 interaction inhibitors, primary screen, cell lysate, split luciferase complementation, luminescence; Perilipin-5 (Homo sapiens) + 1-acylglycerol-3-phosphate O-acyltransferase ABHD5 (Homo …; Split G. princeps luciferase complementation, 4 h; inhibition, % at 4 µM; 360,000 compounds, 0.78% hits;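 active means inhibition above the mean inhibition across every tested compound plus 3 SD, cut at about 22% in these data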;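 further: 0% = DMSO only wells and the 100% control is not disclosed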
ABCB6 inh 2 – ABCB6 transporter inhibitors, primary screen, K562-ABCB6 cells, flow cytometry, MLPCN library; 360,000 compounds, 0.19% hits; AID 602162, 2011; K562-ABCB6 porphyrin accumulation, 1 h; hits give low values; fluorescence ratio to DMSO, % at 10 µM; ATP-binding cassette sub-family B member 6 (Homo sapiens), Q9NP58;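 active means fluorescence ratio to DMSO below 75%, the collection mean minus 3 SD; inconclusive means too few cells collected in the well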;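 further: signal is porphyrin accumulated inside mitochondria; 100% equals median channel fluorescence of DMSO control wells; lower ratio means ABCB6 inhibition with less porphyrin fluorescence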
Vif imaging – HIV Vif self-association inhibitors, primary screen, imaging, HEK293T, single point | HEK293T cells, Vif self-association by quenched fluorescence, 24 h | inhibition, % at 7.49 µM | 340,000 compounds, 0.35% hits | AID 602346, 2012; in the data active means inhibition above about 50%, passing the limit was not always enough; inconclusive means no clear call, values can overlap the other calls; inactive means below about 31%; further: some results filed as inactive read as strong as hits
aDG glyco up – activators of alpha-DG glycosylation, primary screen, uHTS, Pro5-aDG cells, AlphaScreen; alpha-DG glycosylation AlphaScreen (IIH6); 0% Pro5, 100% B10-LARGE cell signal; 360,000 compounds, 0.22% hits; activation, % at 10 µM; AID 624168, 2012;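 active means activation of at least 8% versus controls, or a plate z-score of at least 8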;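 further: Pro5 are CHO cells carrying HIG-tagged alpha-DG that lacks glycosylation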
TLR9-MyD88 block – inhibitors of TLR9-MyD88 association in cells, primary screen, cell-based, CHO, BLA complementation, fluorescence; inhibition, % at 4.98 µM; CCF4 FRET ratio; 340,000 compounds, 0.21% hits; Toll-like receptor 9 (Homo sapiens) + Myeloid differentiation primary response protein …;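 active means inhibition above the mean over all tested compounds plus 3 SD, cut at about 21% in these data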;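 further: 0% = DMSO only wells and 100% = clavulanate BLA inhibitor control wells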
MC4R ag barr – MC4R agonists recruiting beta-arrestin, primary screen, cell-based, luminescence, agonist arm of biased-ligand search; Melanocortin receptor 4 (Homo sapiens), P32245; 360,000 compounds, 0.98% hits; U2OS MC4R beta-arrestin complementation; percent of melanotan II response, DMSO zero; activation, % at 8.9 µM; AID 540308, 2011;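 active means activation above a per-plate cutoff, the mean activation of sample wells on that plate plus 3 SD, cut at about 8% in these data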
Numbers without * were called inactive; ? = inconclusive; . = not tested or not shown. A portion of the library. The share of hits here may be higher or lower than overall.

SMILES	MC4R antag cAMP	Granule exo inh	NOD2 RIPK2 PPI	Glyco luc inh	ABHD5-PLIN5 inh	ABCB6 inh 2	Vif imaging	aDG glyco up	TLR9-MyD88 block	MC4R ag barr
CC(C)C[C@H]1CNC(=O)C(=O)N1C[C@@H]1CCCN1C[C@H](Cc1ccccc1)N1C[C@H](Cc2ccccc2)N(CC2CCCCC2)C(=O)C1=O	.	-8	-1	.	6	105	.	-0.2	.	.
O=C(CSc1nc(C(F)(F)F)cc(=O)[nH]1)Nc1ccc2c(c1)OCCO2	9	7	5	-3	5	95	-8	-0.2	1	-3.1
NC(N)=Nc1ccc(N=C(N)N)cc1	12	-11	-3	0	6	99	-3	0.9	4	-0.2
COCCNC(=O)C(c1ccc(C)cc1)N(Cc1cccs1)C(=O)CCC(=O)Nc1ccccn1 (stereo not given)	3	3	5	0	5	96	7	0.1	-1	-1.8
COc1ccc(CNC(=O)C2CCC(=O)N2C(C)C)c(OC)c1 (stereo not given)	-2	-4	9	2	5	97	2	-0.2	0	2.4
O=C(COc1ccc(Cl)cc1Cl)N1CCNC1=O	0	-3	-2	-1	1	94	?	0.0	-4	0.9
CC(Cc1nnc(SCC(=O)O)n1N)c1ccccc1 (stereo not given)	-2	-16	-8	1	2	80	-8	-0.1	-2	-1.2
CCOC(=O)[C@]12CCCC=C1N(Cc1ccc(Cl)cc1Cl)C(=O)[C@H](CC(=O)N1CCSCC1)C2	.	-2	6	.	2	96	.	0.0	.	.
CC(=O)Nc1ccc(NC(=O)COC(=O)CCCc2c[nH]c3ccccc23)cc1	5	0	-1	0	2	93	0	-0.3	-3	-3.8
CCOc1ccc(N2CC(C(=O)Nc3c(C)n(C)n(-c4ccccc4)c3=O)CC2=O)cc1 (stereo not given)	9	0	-5	2	4	97	0	0.2	4	-2.1

Complete entries, looked up by structure. Order of values: MC4R antag cAMP | Granule exo inh | NOD2 RIPK2 PPI | Glyco luc inh | ABHD5-PLIN5 inh | ABCB6 inh 2 | Vif imaging | aDG glyco up | TLR9-MyD88 block | MC4R ag barr
CCOC(=O)[C@]12CCCC=C1N(Cc1ccc(Cl)cc1Cl)C(=O)[C@H](CC(=O)N1CCSCC1)C2 reads . | -2 | 6 | . | 2 | 96 | . | 0.0 | . | .
CC(C)C[C@H]1CNC(=O)C(=O)N1C[C@@H]1CCCN1C[C@H](Cc1ccccc1)N1C[C@H](Cc2ccccc2)N(CC2CCCCC2)C(=O)C1=O reads . | -8 | -1 | . | 6 | 105 | . | -0.2 | . | .

(cont.)
SMILES	MC4R antag cAMP	Granule exo inh	NOD2 RIPK2 PPI	Glyco luc inh	ABHD5-PLIN5 inh	ABCB6 inh 2	Vif imaging	aDG glyco up	TLR9-MyD88 block	MC4R ag barr
COC(=O)CCCC(=O)N1CCCC(N(C)CCc2ccccc2)C1 (stereo not given)	-1	-5	-5	-1	4	99	-1	-0.2	-10	-1.7
CS(=O)(=O)c1nc(S(=O)(=O)c2ccc(Cl)cc2)c(N2CCCCC2)s1	2	-2	-8	0	-1	95	1	-0.1	5	1.6
CN(C)c1ccc(-c2nnc(-c3ccccc3F)o2)cc1	8	-1	2	-17	3	97	-6	0.0	8	-0.6
COc1ccc2c(C)c(C(=O)O)oc2c1	7	-3	-2	3	0	93	-3	0.0	4	-1.4
CC(C)Cn1nc(C(=O)OCC(=O)NCC(F)(F)F)c2ccccc2c1=O	3	5	1	0	4	102	12	-0.1	-2	-0.6
COc1ccc(CNCc2cc(C)c(OC)cc2C)c(OC)c1	0	36	-7	-1	-1	97	-2	0.6	7	0.6
CCN(CC)S(=O)(=O)c1ccc(N2Cc3ccccc3C2=N)cc1	6	2	-17	0	5	103	6	0.2	2	0.9
Nc1ccccc1-c1nnn(CC(=O)Nc2ccc3c(c2)OCCO3)n1	5	-8	-5	0	-8	98	6	0.2	-8	-3.4
O=C(CSc1ccc(-c2ccccc2)nn1)N1CCCc2ccccc21	10	0	0	0	3	97	8	0.1	5	1.2
CC(C)C(=O)Nc1cccc(C(=O)Nc2ccccc2C(=O)O)c1	9	3	-2	-1	0	100	-5	-0.1	-1	-1.0
CCOC(=O)CSc1nnc(C2CCCCC2)n1C	1	3	8	3	-4	92	5	0.1	2	-2.6
O=C(CN(Cc1ccc2c(c1)OCO2)C(=O)CNC(=O)c1ccco1)NC1CCCCC1	11	9	4	0	-7	97	2	-0.2	0	0.7
COc1cccc(-n2nnnc2SCC(=O)Nc2ccccc2OC)c1	1	-7	12	-2	-3	98	-3	0.0	6	-0.9
O=C(Cn1cnc([N+](=O)[O-])n1)NCCO	13	2	-7	2	8	104	1	0.1	-4	-2.2
COc1ccc(C2c3[nH]c4ccccc4c3C[C@H]3C(=O)N(CCCO)CC(=O)N23)c(OC)c1 (stereo not given in full)	10	2	-7	2	6	94	-1	-0.1	2	-0.1
Cc1ccc(/C=[N+](/[O-])C2SC(=S)N(C)C2(C)C)cc1 (stereo not given)	2	-2	-11	2	2	91	3	-0.1	10	-1.6
Cc1nc2ccc(S(=O)(=O)NCC(=O)N3CCCCC3)cc2s1	2	-6	9	-2	-4	103	-35	0.0	3	-2.3
C=C(C)Cn1c(NCCOC)nc2c1c(=O)[nH]c(=O)n2C	6	3	-2	1	7	105	3	-0.1	-5	-1.3
COc1ccc(NC(=O)C(=O)N/N=C/c2cc(C)n(-c3cccc(Cl)c3Cl)c2C)c(OC)c1	-11	8	-22	-2	5	98	-10	0.0	6	-0.1
NNc1nc2sc3c(c2c(=O)n1-c1ccccc1)CCCC3	1	4	-6	1	8	100	-8	1.7	0	3.2
CC(=O)Nc1ccc2c(c1)nc(CCN1CCC(C)CC1)n2C	2	0	-22	0	5	96	-6	-0.1	5	-2.2
CCOC(=O)c1cccc(NC(=O)CCn2nc(C)c(S(=O)(=O)N3CCCCC3)c2C)c1	13	0	4	0	0	97	-4	0.0	-14	-0.5
CCOc1ccc(NC(=S)NN2C(C)CCCC2C)cc1 (stereo not given)	-3	2	-1	0	1	105	-4	-0.1	0	-1.7
Fc1cccc(-c2nnn3c2nc(Cl)c2ccccc23)c1	-74	23	-11	-7	-1	97	-2	-0.4	2	-2.5
O=C1/C(=C\c2cccs2)Sc2ccc3ccccc3c21	13	85*	-4	-11	-1	125	14	-0.6	-6	0.8
O=c1[nH]nc(-c2ccc(NCCO)c([N+](=O)[O-])c2)c2ccccc12	-25	-4	2	-4	3	99	56*	-0.1	-7	-3.1
O=C(CN1CCN(S(=O)(=O)c2ccc(Cl)cc2)CC1)NCC1(N2CCOCC2)CCCCC1	0	1	11	-2	7	94	-3	0.0	7	-2.2
COc1cccc(C(=O)N/N=C(\C)CC(=O)Nc2ccc(N(C)C)cc2)c1	1	-5	7	1	1	96	18	2.0	2	-0.2
CCc1nnc(NS(=O)(=O)c2ccc(NC(=S)NC(=O)/C=C/c3cccs3)cc2)s1	7	1	-2	0	6	107	1	-0.3	.	3.3
CN(Cc1cccnc1)C(=O)CC1C(=O)NCCN1Cc1ccc(-c2ccccc2)cc1 (stereo not given)	1	-4	-4	0	-6	96	-9	0.0	-3	0.5

Shown with values under each structure: entries from further up
Under each structure – MC4R antag cAMP | Granule exo inh | NOD2 RIPK2 PPI | Glyco luc inh | ABHD5-PLIN5 inh | ABCB6 inh 2 | Vif imaging | aDG glyco up | TLR9-MyD88 block | MC4R ag barr
> CC(=O)Nc1ccc2c(c1)nc(CCN1CCC(C)CC1)n2C
→ 2 | 0 | -22 | 0 | 5 | 96 | -6 | -0.1 | 5 | -2.2
> CCOC(=O)c1cccc(NC(=O)CCn2nc(C)c(S(=O)(=O)N3CCCCC3)c2C)c1
→ 13 | 0 | 4 | 0 | 0 | 97 | -4 | 0.0 | -14 | -0.5

Next section:
SMILES	MC4R antag cAMP	Granule exo inh	NOD2 RIPK2 PPI	Glyco luc inh	ABHD5-PLIN5 inh	ABCB6 inh 2	Vif imaging	aDG glyco up	TLR9-MyD88 block	MC4R ag barr
CCC/C=N/NC(=O)C1COc2ccccc2O1 (stereo not given)	8	-5	-3	5	3	99	-6	-0.1	12	-1.5
O=C(NNC(=O)c1ccc(O)cc1O)c1ccc(Cl)cc1	-2	0	-1	2	1	93	.	0.2	6	-1.9
CCOC1=C2[C@H](c3ccccc3)N(S(=O)(=O)c3ccc(C)cc3)C(C(C)(C)C)[C@H]2n2c(=O)n(-c3ccccc3)c(=O)n2C1 (stereo not given in full)	.	-1	-11	1	0	99	3	-0.2	.	.
Cc1cc(NC(=O)CSc2ccccn2)no1	1	-2	-8	7	4	87	-12	0.5	9	-2.5
Cn1c(=O)c2[nH]c(C3CCC3)nc2n(C)c1=O	-4	-5	-6	3	3	90	-10	0.2	7	1.4
CCOC(=O)N1CCC(Nc2c(NCCCN(CC)CC)c(=O)c2=O)CC1	12	1	5	1	-2	102	-4	0.1	-13	0.9
CCC(=O)N1CCc2cc(S(=O)(=O)NC(C(=O)NCc3ccccc3)C(C)C)ccc21 (stereo not given)	2	6	-16	0	-2	101	-5	-0.1	-2	0.7
COc1ccc2c(c1)-c1nc(NC(=O)c3ccco3)sc1CC2	12	-2	4	2	1	101	0	-0.1	-9	1.2
O=C(NCc1ccc(Cl)cc1)c1cccnc1	6	-1	1	0	4	92	0	-0.1	-6	0.8
CCc1ccc(-c2csc(-c3c[nH]c4ccccc34)n2)cc1	12	9	2	0	-13	94	17	-0.2	7	-0.7
O=C1C2C(C(=O)N1/N=C/c1ccc(N3CCCCC3)o1)C1C=CC2C12CC2 (stereo not given)	1	68*	-1	3	14	97	-11	0.1	3	-2.4

Entries above printed as active in Vif imaging.
SMILES	MC4R antag cAMP	Granule exo inh	NOD2 RIPK2 PPI	Glyco luc inh	ABHD5-PLIN5 inh	ABCB6 inh 2	Vif imaging	aDG glyco up	TLR9-MyD88 block	MC4R ag barr
O=c1[nH]nc(-c2ccc(NCCO)c([N+](=O)[O-])c2)c2ccccc12	-25	-4	2	-4	3	99	56*	-0.1	-7	-3.1

Screens from PubChem BioAssay.
